# SMN2 splice enh – enhancers of SMN2 splice variant expression; 210,000 tested, 2.8% active; Potency, µM (highest dose often 46.1 µM), for the others: at the top dose activity change, positive = activation, most hits filed as activators; HEK293 SMN2-luciferase splicing reporter, luminescence, 30-36 h; active = well fitted activation curve with a large enough effect; inconclusive = small, poorly fitted or top-dose-only effect; inactive = no such curve, though single readings can be large or run the other way; note: % of control where 0% means no effect; nearly all actives have a fitted effect of over 55% in size
#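 HEK293 cells carry an SMN2 minigene-luciferase reporter in which exon 7 inclusion puts luciferase in frame. Cells were seeded at 2000 cells/well, attached for 10-12 hours, then exposed to compounds for 30-36 hours at 37C before ONE-Glo luminescence.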
# The depositor's hits bear a star; ? = inconclusive; [ ] = dose if it differs, or a comment. Potency is the fitted concentration of half-maximal effect. This is a subset (hit frequency here may not be typical).
SMILES,SMN2 splice enh
CCN(CC)c1ccc(C2Nc3ccccc3-c3cc(C)nn32)cc1 (stereo unspecified),-12%
Cc1nc2cc(-c3ccccc3)nn2c(C)c1CCC(=O)N1CCN(c2ccc(F)cc2)CC1,4%
CCCN(CCC)CC(O)Cn1cc(/C=C/C(=O)c2ccc(OC)cc2)c2ccccc21 (stereo unspecified),-7%
CCn1c(C(=O)N2CCCC(C(=O)N3CCN(c4cc(C)ccc4C)CC3)C2)cc2sccc21 (stereo unspecified),-43%[inhibitor]
Fc1ccc(-c2cc(C(F)(F)F)nc(NCc3ccccc3)n2)cc1,?
Cc1ccccc1CNCc1c(C(=O)O)c(C)n(Cc2ccc(F)cc2Cl)c1C,8%
CCCN(CCC)CCNC(=O)C1CCCN(S(=O)(=O)c2cccc3nsnc23)C1 (stereo unspecified),-20%
COc1cccc(S(=O)(=O)N2CCN(Cc3ccc4c(c3)OCO4)CC2)c1,-13%
Cc1ccc(-n2nc(C)c3c(C)c(CCC(=O)NCc4cccc(Cl)c4)c(C)nc32)cc1C,1%
COc1ccc(CCNC(=O)c2ccc3c(Cl)c4c(nc3c2)CCCC4)c(OC)c1,-4%
COc1ccc2oc(=O)c(C(=O)NCCc3c(C)[nH]c4c(C)cccc34)cc2c1,-6%
CCOC(=O)c1ccc(NC(=O)c2nc(SC(C)C)ncc2Cl)cc1,-24%
COc1ccc(C)cc1NC(=O)C(Cc1ccccc1)NS(=O)(=O)c1ccc(Br)s1 (stereo unspecified),-10%
COc1cccc(NC(=O)c2cn(C3CCCCC3)c(=O)c3c2c2ccccc2n3C)c1,-24%
CCC(=O)Nc1cc(-c2nc3cc(C)cc(C)c3o2)ccc1C,11%
COc1cc(Cl)ccc1OC(=O)c1cn(-c2ccccc2OC)c(=O)c2ccccc12,9%
CCc1ccc(NC(=O)Cn2nnc(C(=O)NCCc3ccccc3)c2N)cc1,5%
Cc1ccc(S(=O)(=O)N2CCc3cc(C(=O)Nc4ccc(Cl)cc4C)ccc32)cc1,-8%
O=C(c1ccc(Cl)cc1)N1CCCCC1CCN1CCOCC1 (stereo unspecified),-1%
O=C(CC1(O)C(=O)N(CCc2ccccc2)c2ccc(Br)cc21)c1ccc(F)cc1 (stereo unspecified),-19%
CC1=C(c2ccc(C)c(C)c2)S(=O)(=O)N=C1N1CCC(C(=O)NC(C)Cc2ccco2)CC1 (stereo unspecified),-9%
O=C(Cn1ncc2c(=O)oc3ccccc3c21)N1CCN(c2ccc(Cl)cc2)CC1,4%
Cc1ccc(S(=O)(=O)N(CC(=O)Nc2ccc3c(c2)OCO3)c2cc(Cl)cc(Cl)c2)cc1,8%
Cn1c(=O)c(=O)n(C)c2cc(NC(=O)c3cccc(F)c3)c(Cl)cc21,-2%
CC1CCN(S(=O)(=O)c2cn(CC(=O)Nc3ccc(F)c(Cl)c3)c(=O)c3ccccc23)CC1,-20%
# Going on with the list:
SMILES,SMN2 splice enh
Cn1c(=O)n(-c2ccc3c(c2)OCO3)c2nc(-c3ccc(Cl)cc3)nc(C(N)=O)c21,-2%
Cc1ccc(NC(=O)c2ccc3snnc3c2)cc1C,20µM*
CC1(C)O[C@H]2[C@@H](O1)[C@@H](C(=O)Nc1ccccc1O)O[C@@H]1OC(C)(C)O[C@@H]12,8%
CCOC(=O)c1c(NC(=O)COc2ccc(F)cc2)sc2c1CCC(C)C2 (stereo unspecified),-5%
CCOc1ccc(NC(=O)c2oc3ccccc3c2NC(=O)c2c(F)cccc2F)cc1,-27%
Cc1ccc(C)c(Cn2c3ccccc3c3cnn(CC(=O)NC(C)c4ccccc4)c(=O)c32)c1 (stereo unspecified),6%
CCOc1ccc(NC(=O)Cn2cc(C(=O)c3ccc(C)cc3)c(=O)c3cc4c(cc32)OCCO4)cc1,-5%
COc1cc2ccccc2cc1C(=O)Nc1cccc(-c2nc3cc(C)c(C)cc3o2)c1C,-4%
CC(C)(C)NC(=O)CCSc1nc(-c2ccc3c(c2)OCO3)cc(C(F)(F)F)n1,-16%
CC1=C(C(=O)Nc2ccc(C)cc2Cl)C2(CCCCC2)OC1=O,5%
CC(=O)OCc1cnc(C)c2oc(=O)c(C(=O)Nc3cc(F)ccc3C)cc12,-3%
Cc1ccc(N(CC(=O)Nc2ccc(Br)cc2)S(=O)(=O)c2cccs2)cc1,1%
CCOc1ccccc1NC(=O)c1c(NC(=O)COc2ccc(Cl)cc2)sc2c1CCCCC2,-8%
CCOc1ccc(NC(=O)CSc2oc(-c3ccco3)nc2S(=O)(=O)c2ccc(Cl)cc2)cc1,16%
CCN(CC)CCCNC(=O)C(C)n1nc(C)n2c(cc3occc32)c1=O (stereo unspecified),-8%
CC1=C(C(=O)Nc2ccccc2)C(C(C)C)n2nc(SCc3ccccc3C)nc2N1 (stereo unspecified),22%
CCOc1ccc2nc(N3CCCC(C(=O)NCCCOC)C3)sc2c1 (stereo unspecified),14µM*
COc1cc(C2NC(=O)N(C)C3=C2C(=O)N(c2ccccc2)C3)ccc1O (stereo unspecified),8%
COc1ccc(Cl)cc1NC(=O)c1nnn(Cc2cccc(C(F)(F)F)c2)c1N,22%
COc1cccc(/C=C/c2nc(C#N)c(N3CCCCCC3)o2)c1,-1%
COc1cccc(/C=C/C(=O)Nc2ccc3nc(N4CCN(C)CC4)cc(C)c3c2)c1OC,-56%[inhibitor]
COc1ccc(-c2nc(CN3CCC(C(=O)NCCN(CC(C)C)CC(C)C)CC3)c(C)o2)cc1OC,28%
CCC(=O)N1CCc2cc(S(=O)(=O)NC(C(=O)NCCc3ccccc3)C(C)C)ccc21 (stereo unspecified),-5%
CCCCOc1ccc(C(=O)Nc2ccc3oc(-c4cccnc4)nc3c2)cc1,6%
CCc1ccc(NC(=O)Cn2nc(C(F)(F)F)c3c2CCCC3)cc1,-11%
# Additional structures follow:
SMILES,SMN2 splice enh
CC1=Nc2cc(C(=O)NC3CCCC3)ccc2Sc2ccc(Br)cc21,-22%
CCc1ccc(C(=O)c2cnc3ccc(C)cc3c2S(=O)(=O)c2ccc(OC)cc2)cc1,-45%[inhibitor]
COc1ccc(N(CC(=O)NC(C)c2ccccc2)S(=O)(=O)c2c(C)nn(C)c2C)cc1 (stereo unspecified),-7%
Cc1ccc(-n2nc(C(=O)NCCc3cccc(C)c3)c3c4ccccc4n(C)c3c2=O)cc1,0%
CCN(CCCNC(=O)c1cc(Nc2ccc(OC)cc2OC)nc2ccccc12)c1cccc(C)c1,-8%
O=C(Nc1ccc2oc(-c3ccncc3)nc2c1)c1ccccc1Cl,0%
Cc1ccccc1C(=O)NC(=O)Nc1ccc(-n2nc(C(F)(F)F)cc2C(F)(F)F)cc1,-6%
COC(=O)c1ccc(Cn2nc(-c3ccc(C)cc3)ccc2=O)cc1,4%
CCc1ccccc1N1CC(c2nc3ccccc3n2CCC2CCCCC2)CC1=O (stereo unspecified),-14%
O=C(CCn1c(=O)c2sccc2n(CC(=O)Nc2ccccc2)c1=O)NCc1ccccc1Cl,-6%
N#Cc1nc(/C=C/c2ccc(F)cc2)oc1N1CCN(c2ccccc2)CC1,2%
O=C(Nc1ccc(Cl)cc1)c1cc2nc(-c3ccc4c(c3)OCO4)cc(C(F)(F)F)n2n1,1%
CCOc1ccc(-c2cc(CCCC(=O)NCCc3ccc(OC)c(OC)c3)no2)cc1,-62%[inhibitor]
O=C1CN(C(=O)c2ccc(S(=O)(=O)N3CCCC3)cc2)C(c2ccc(F)cc2)c2cc(F)ccc2N1 (stereo unspecified),1%
Cc1nc2ccc(S(=O)(=O)N(C)CC(=O)Nc3cccc(C(F)(F)F)c3)cc2s1,1%
Cc1ccccc1CNC(=O)CCCn1ncn2c(cc3occc32)c1=O,-3%
CCN(C(=O)c1cc2c(=O)oc3ccc(C)cc3c2s1)c1cc(OC)ccc1OC,-2%
Cc1ccc(Cl)cc1Nc1sc(C(=O)c2ccccc2)c(N)c1S(=O)(=O)c1ccccc1,1%
O=C(CCNS(=O)(=O)c1cccc2nonc12)Nc1ccc(F)cc1,0%
Cc1ccc(C(=O)Nc2nc(-c3ccccc3)ns2)cc1,25%
CC1=C(C(=O)Nc2cccnc2)C(c2ccc(Cl)cc2)n2nc(-c3ccccc3)nc2N1 (stereo unspecified),-7%
COc1ccc(CNC(=O)c2cc(-c3ccc(Br)s3)nc3ccccc23)c(OC)c1,9%
Cc1cn2c(=O)cc(COc3ccc(NC(=O)c4ccc(C(C)(C)C)cc4)cc3)nc2s1,4%
CC1=C(C(=O)Nc2cccnc2)C(c2ccc(C)cc2)n2nc(SCc3ccccc3F)nc2N1 (stereo unspecified),-9%
Cc1sc2ncn(CC(=O)N3CCN(c4ccccc4F)CC3)c(=O)c2c1S(=O)(=O)N1CCC(C)CC1,-3%

# As a working copy, some entries already given.
SMILES,SMN2 splice enh
N#Cc1nc(/C=C/c2ccc(F)cc2)oc1N1CCN(c2ccccc2)CC1,2%
O=C(Nc1ccc(Cl)cc1)c1cc2nc(-c3ccc4c(c3)OCO4)cc(C(F)(F)F)n2n1,1%
CCOc1ccc(-c2cc(CCCC(=O)NCCc3ccc(OC)c(OC)c3)no2)cc1,-62%[inhibitor]
O=C1CN(C(=O)c2ccc(S(=O)(=O)N3CCCC3)cc2)C(c2ccc(F)cc2)c2cc(F)ccc2N1 (stereo unspecified),1%
Cc1nc2ccc(S(=O)(=O)N(C)CC(=O)Nc3cccc(C(F)(F)F)c3)cc2s1,1%
Cc1ccccc1CNC(=O)CCCn1ncn2c(cc3occc32)c1=O,-3%
CCN(C(=O)c1cc2c(=O)oc3ccc(C)cc3c2s1)c1cc(OC)ccc1OC,-2%
Cc1ccc(Cl)cc1Nc1sc(C(=O)c2ccccc2)c(N)c1S(=O)(=O)c1ccccc1,1%
O=C(CCNS(=O)(=O)c1cccc2nonc12)Nc1ccc(F)cc1,0%
Cc1ccc(C(=O)Nc2nc(-c3ccccc3)ns2)cc1,25%
CC1=C(C(=O)Nc2cccnc2)C(c2ccc(Cl)cc2)n2nc(-c3ccccc3)nc2N1 (stereo unspecified),-7%
COc1ccc(CNC(=O)c2cc(-c3ccc(Br)s3)nc3ccccc23)c(OC)c1,9%
Cc1cn2c(=O)cc(COc3ccc(NC(=O)c4ccc(C(C)(C)C)cc4)cc3)nc2s1,4%
CC1=C(C(=O)Nc2cccnc2)C(c2ccc(C)cc2)n2nc(SCc3ccccc3F)nc2N1 (stereo unspecified),-9%
Cc1sc2ncn(CC(=O)N3CCN(c4ccccc4F)CC3)c(=O)c2c1S(=O)(=O)N1CCC(C)CC1,-3%

# The list goes on.
SMILES,SMN2 splice enh
CCOc1ccc(-c2n[nH]c3c2C(c2cccs2)N(c2ccc(Br)cc2)C3=O)cc1 (stereo unspecified),-14%
CC1=C(C(=O)OCc2ccc(C)cc2)C(c2ccccc2Cl)CC(=O)N1 (stereo unspecified),-24%
Cc1ccc(NC(=O)c2ccc3c(c2)NC(=O)c2ccccc2S3)cc1,-58%[inhibitor]
COc1ccc(CNC(=O)c2c(O)nc3c(C)cccn3c2=O)cc1,-1%
Cc1cccc(-n2c3nc(=O)n(C)c(=O)c-3cc3c(C)nn(-c4ccccc4)c32)c1C,-8%
COc1ccc(Cl)cc1CNCCSc1nnnn1C,-18%
COc1ccc(CN(Cc2ccco2)C(=O)COc2ccccc2OC)cc1,-28%
CCOC(=O)c1c(-c2ccc(OC)cc2)oc2ccc(OCc3ccc(Br)cc3)cc12,6%
O=C(c1cccc(Cl)c1)N(Cc1cccc(F)c1)C1CCS(=O)(=O)C1 (stereo unspecified),3%
COc1cc(OC)c(NC(=O)N2CCc3cc(S(=O)(=O)N4CCC(C)CC4)ccc32)cc1Cl,-6%
COc1ccc(Cn2cc(S(=O)(=O)c3ccc(Cl)cc3)c(=O)c3cc4c(cc32)OCO4)cc1,2%
COCCCNC(=O)c1ccc2c(c1)NC(=O)C(C(C)C)N2 (stereo unspecified),-1%
COc1cccc(CCNC(=O)c2cnc3sc(N4CCCCCC4)nn3c2=O)c1,15%
O=C(Cn1nc(Cc2cccnc2)c2ccccc2c1=O)Nc1cccc(C(F)(F)F)c1,-29%
Cc1ccccc1NC(=O)Cn1c(=O)n(CCC(=O)NCc2ccc3c(c2)OCO3)c(=O)c2sccc21,3%
CCc1nn(-c2ccccc2)c2nc(-c3ccc(O)cc3)c3cc(OC)c(OC)cc3c12,-5%
COc1ccccc1-c1cc2nc(C)c(CCC(=O)O)c(C)n2n1,-22%
Cc1sc2c(c1C)c(=O)n(CCc1ccccc1)c(=O)n2Cc1cccc(F)c1,-3%
CCN(CC)C(=O)c1sc(NC(=O)C2c3ccccc3Oc3ccccc32)c(C(=O)OC(C)C)c1C,-12%
COc1ccc(OC)c(NC(=O)/C=C/c2ccc(C)o2)c1,0%
Cc1ccc(NC(=O)c2c(C)oc3ccc(O)c(CN4CCCCCC4)c23)c(C)c1,-6%
COc1ccc(-c2nc(Cn3c(SCc4cccc(Cl)c4)nc4ccncc43)c(C)o2)cc1,18%
CCOC(=O)C1CCCN(C(=O)c2cc3c(=O)[nH]c4ccc(C)cc4c3s2)C1 (stereo unspecified),-2%
CCOc1cccc(Nc2nn(-c3ccc(OC(F)(F)F)cc3)nc2C(C)=O)c1,8%
Cc1ccn2c(Nc3ccc(C(C)C)cc3)c(-c3ccsc3)nc2c1,13%
COc1ccccc1OCC(=O)N(Cc1ccco1)Cc1ccccc1F,-8%
COc1ccc2oc(=O)c(C(=O)NCCc3c(C)[nH]c4ccc(F)cc34)cc2c1,-5%
CCc1ccc(CNC(=O)c2nn(-c3ccc(C)cc3)c(=O)c3c2c2ccccc2n3C)cc1,-1%
CCn1c(=O)c2sccc2n2c(CCC(=O)Nc3ccc(OC)cc3OC)nnc12,1%
Cc1ccccc1Cn1c2ccccc2c2cnn(CC(=O)NCc3ccccn3)c(=O)c21,-12%

# Screening results as filed in PubChem BioAssay.
